MC4R antag cAMP – human MC4R antagonism in cAMP assay; inhibition, % at 6.5 µM; 360,000 tested, 0.48% active; P32245; MC4R-expressing cells, MTII-stimulated cAMP, LANCE TR-FRET; AID 540295;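 active = inhibition above its plate's cutoff, the mean of tested wells on that plate plus 3 SD, cut at about 29% in these data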;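 note: 0% = Melanotan II alone and 100% = Melanotan II plus saturating MCL0020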
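System: U2OS cells stably expressing human melanocortin 4 receptor (MC4R). Reagent: Melanotan II challenge after compound preincubation. Doses: 6.5 µM. Times: 30-min compound, 1-h challenge, 1-h detection, room temperature. Measured by: TR-FRET with Eu-cAMP and labeled anti-cAMP, 671 nm. Replicates: singlicate.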
ABCB6 inh MLPCN – human ABCB6 transporter inhibition. Q9NP58. K562-ABCB6 porphyrin accumulation, flow cytometry, 1 h; stronger effect = lower value. fluorescence ratio to DMSO, % at 10 µM. 360,000 tested, 0.19% active. AID 602162;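 active = fluorescence ratio to DMSO below 75%, the collection mean minus 3 SD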;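 note: signal is porphyrin accumulated inside mitochondria; 100% equals median channel fluorescence of DMSO control wells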
m5-HT2A agonist – agonists of mouse serotonin 5-HT2A receptor (HTR2A); P35363; CHO-K1 mHTR2A beta-arrestin complementation, luminescence; percent of 30 µM serotonin response; activation, % at 7.6 µM; 360,000 tested, 0.66% active;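 active = activation above a run cutoff, the mean activation of all tested compounds plus 3 SD, cut at about 14% in these data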;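 note: 0% = plate median of compound wells and 100% = 30 µM serotonin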
Target sequence (P35363 whole entry, looked up): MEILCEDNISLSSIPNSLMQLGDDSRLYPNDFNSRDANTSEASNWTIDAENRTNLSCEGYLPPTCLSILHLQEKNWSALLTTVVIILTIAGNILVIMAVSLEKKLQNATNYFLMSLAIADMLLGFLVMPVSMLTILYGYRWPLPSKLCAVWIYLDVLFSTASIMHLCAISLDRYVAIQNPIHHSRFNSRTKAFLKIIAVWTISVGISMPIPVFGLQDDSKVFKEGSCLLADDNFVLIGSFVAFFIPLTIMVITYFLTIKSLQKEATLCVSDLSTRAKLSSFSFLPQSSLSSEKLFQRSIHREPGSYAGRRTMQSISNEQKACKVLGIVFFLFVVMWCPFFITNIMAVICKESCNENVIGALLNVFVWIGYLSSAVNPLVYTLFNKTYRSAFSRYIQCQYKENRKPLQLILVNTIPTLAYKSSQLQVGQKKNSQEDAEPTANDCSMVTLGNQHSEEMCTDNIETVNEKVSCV
Glyco luc inh – N-linked glycosylation inhibition; D54 ERlucT glycosylation luciferase reporter, 24 h; percent of 100 nM tunicamycin response; reporter increase, % at 12.5 µM; AID 588692; 360,000 tested, 0.23% active;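 active = mean luciferase reporter signal, scaled so untreated is 0 and the glycosylation-blocking control 100, at or above a set limit in every replicate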;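 note: luciferase carries N-glycosylation sites so blocking glycosylation raises the light; 0% = median of neutral control wells and 100% = median of 100 nM tunicamycin wells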
PDI inh – blocks human protein disulfide isomerase activity. PDI insulin aggregation turbidity, A650, 90 min. P07237. AID 588391. inhibition, % at 10 µM. 350,000 tested, 0.052% active;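 active = mean inhibition across replicates of 30% or more, whatever share of single replicates reach that level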;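 note: absorbance from insulin aggregation driven by PDI reduction with DTT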
Target sequence (P07237 whole entry, looked up): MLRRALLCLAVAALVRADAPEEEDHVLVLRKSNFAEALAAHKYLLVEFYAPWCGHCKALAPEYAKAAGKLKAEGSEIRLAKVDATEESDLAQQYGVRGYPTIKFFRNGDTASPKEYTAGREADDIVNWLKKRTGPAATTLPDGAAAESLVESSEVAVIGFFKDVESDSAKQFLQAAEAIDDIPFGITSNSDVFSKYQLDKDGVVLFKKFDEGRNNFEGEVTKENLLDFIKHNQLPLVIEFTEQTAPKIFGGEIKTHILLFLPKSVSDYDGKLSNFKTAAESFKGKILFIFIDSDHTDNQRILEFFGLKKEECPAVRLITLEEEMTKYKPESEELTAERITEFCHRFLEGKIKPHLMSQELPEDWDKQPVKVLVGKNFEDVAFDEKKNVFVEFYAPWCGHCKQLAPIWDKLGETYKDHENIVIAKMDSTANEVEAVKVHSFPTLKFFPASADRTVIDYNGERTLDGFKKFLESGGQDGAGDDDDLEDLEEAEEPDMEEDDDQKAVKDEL
ABHD5 PLIN5 PPI – inhibitors of human ABHD5-perilipin-5 interaction; Q00G26+Q8WTS1; Split G. princeps luciferase complementation, luminescence, 4 h; inhibition, % at 4 µM; 360,000 tested, 0.78% active;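 active = inhibition above the mean inhibition across every tested compound plus 3 SD, cut at about 22% in these data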;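 note: 0% = DMSO only wells and the 100% control is not disclosed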
CaV13 ICDI inh – Primary screen for inhibitors of IQ motif and Ca2+-dependent inactivation inhibitor domain binding in CACNA1D, Förster resonance energy transfer in living cells, … | inhibition, % at 12.3 µM | AID 743397 | HEK cells, CFP/YFP FRET ICDI-IQ, plate reader, 10 min; percent FRET-ratio fall versus neutral wells | 340,000 tested, 0.098% active;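 active = mean replicate inhibition of at least 30% and at least 1% of replicates passing that level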;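 note: 0% = median of the neutral control wells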
H9c2 protect – myocardial damage modulation in H9c2 cells. H9c2 cardiomyocytes, H2O2 injury protection, ATPLite, 2 h. protection from H2O2 cell death, % at 20 µM. 360,000 tested, 0.63% active;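 active = compounds giving at least 50% protection of heart cells from peroxide-induced death in the single-dose screen, raw or plate-pattern-corrected value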;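 note: 0% = DMSO wells with peroxide and 100% = DMSO wells without peroxide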
MC4R ag barr – activates human MC4R beta-arrestin recruitment; 360,000 tested, 0.98% active; AID 540308; activation, % at 8.9 µM; P32245; U2OS MC4R beta-arrestin complementation, luminescence; percent of melanotan II response, DMSO zero;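 active = activation above a per-plate cutoff, the mean activation of sample wells on that plate plus 3 SD, cut at about 8% in these data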
Exocytosis inh – blocks lytic granule exocytosis | TALL-104 LAMP-1 surface exposure, flow cytometry; cells stimulated with thapsigargin and PMA | inhibition, % at 10 µM | 360,000 tested, 0.66% active;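 active = inhibition above about 55%, limit read from the data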
* marks the source's active call; other numbers are inactive results; i = inactive; x = not tested or not shown. Hits appear at their usual frequency. About 4.2% of those tested had a hit in this group.

SMILES	MC4R antag cAMP	ABCB6 inh MLPCN	m5-HT2A agonist	Glyco luc inh	PDI inh	ABHD5 PLIN5 PPI	CaV13 ICDI inh	H9c2 protect	MC4R ag barr	Exocytosis inh
O=C(O)CC1(CC(=O)Nc2ccc3c(c2)OCCCO3)CCCCC1	-2	99	-2	1	-11	-2	-20	2	1.6	-16
Cc1ccc(SCC(=O)N2CCN(c3ccccn3)CC2)cc1	3	101	2	2	4	0	-2	-4	1.0	-2
O=C1NC(=S)S/C1=C\c1ccc2ccccc2c1	5	81	-4	2	11	0	-20	-16	-1.9	-19
CS(=O)(=O)c1ccc(Cl)c(NC(=O)CSc2nnc(C3CC3)n2C2CC2)c1	5	90	0	0	3	-2	-3	-2	-0.6	1
O=C(O)C1CCN(S(=O)(=O)c2ccc(Cl)s2)CC1	-3	94	2	1	0	1	-5	6	-1.2	1
Cc1ccc(C(=O)CNc2cccc(Cl)c2)cc1	7	99	-4	1	15	5	-20	2	0.4	2
CCOC(=O)c1sc(NC(=O)CSc2nnc(Cc3ccccc3)o2)c(C(=O)OCC)c1C	17	106	-4	-5	-3	-4	-3	0	-2.2	11
O=C(Nc1ccc(-c2nnco2)cc1)c1ccccc1	2	94	3	2	6	4	-4	-16	-1.1	-2
COCCNC(=S)N/N=C(\C)c1ccc(OC)cc1	6	98	-2	5	-2	-1	-6	1	-2.2	1
COc1ccc(CC(=O)NNC(=S)Nc2ccccc2)cc1Br	-6	83	-1	1	-4	-8	1	-2	-2.4	0
CCOc1ccc(NC(=O)c2cc(OC)nc3ccccc23)cc1	-29	100	-6	18	1	-7	-3	16	1.0	24
COc1ccc(NS(=O)(=O)c2cc(NC(=O)C3CC3)ccc2N2CCCCC2)cc1	4	94	-9	-2	1	4	-6	-16	-5.1	44
O=c1[nH]c(=O)n2ncnc2[nH]1	4	96	4	1	0	2	-15	3	0.4	-2
C=CCNC(=S)NCC	0	99	-4	2	12	3	-5	5	-0.9	4
CC(=O)Nc1ccc(NC(=O)COC(=O)c2ccc(C)s2)cc1	2	92	-1	0	3	4	-3	-4	-1.2	0
O=C(O)CNS(=O)(=O)c1ccc2c(c1)C(=O)c1cc(S(=O)(=O)NCC(=O)O)ccc1-2	-4	107	6	0	0	5	-5	14	-1.5	15
Cc1cc(C(=O)Nn2cnc3ccccc3c2=O)ccc1[N+](=O)[O-]	5	102	6	-2	-2	-9	-6	8	-0.9	-4
COc1ccc(C(=N/O)/C(=N/O)c2ccc(OC)cc2)cc1	3	102	0	-2	-9	2	-9	-4	-2.3	-2
Fc1ccccc1NC(=S)N1CCCCC1	7	98	3	1	-4	1	x	4	-2.1	-1
COCC(C)NC(=O)c1ccc(-n2nc(C(F)(F)F)cc2-c2cccs2)cc1 (configuration not stated)	12	95	-1	-2	14	3	-6	25	-1.5	-2
CSCCC(C(=O)NCc1ccccc1)n1c(C2CCN(C(C)=O)CC2)nc2ccccc21 (configuration not stated)	x	x	0	x	x	3	-5	x	x	-12
Clc1ccc2c(NCc3ccccn3)ncnc2c1	-1	94	2	-3	-4	1	x	-16	0.3	1
O=C(COc1ccc([N+](=O)[O-])cc1Cl)NCCc1ccccc1	7	106	0	-1	7	3	-5	2	0.8	-2
COC(=O)C1=C(\O)CCCC/C=C\1C(=O)O	2	95	9	-1	-10	22*	-7	8	2.3	-5
Cn1c(CN2CCN(S(C)(=O)=O)CC2)nc2cc([N+](=O)[O-])ccc21	-4	97	-7	-1	18	-4	-20	1	-2.1	-3
Cc1c(C(=O)N2CCN(c3ccccn3)CC2)sc2ncnc(N3CCN(c4ccccc4)CC3)c12	0	97	-6	1	-6	9	-1	6	-0.9	-2
CC(C(=O)O)N1C(=O)CSc2ncccc21 (configuration not stated)	6	103	3	2	4	0	x	-7	3.8	0
COc1ccc(CNC(=O)CN2C(=O)c3ccc([N+](=O)[O-])cc3C2=O)cc1	1	94	2	3	0	4	-4	4	1.2	-16
Cc1cc(C)c(NC(=O)c2ccc(S(=O)(=O)N(C)C)cc2)c(C)n1	12	96	0	2	8	-3	-8	4	1.6	14
COc1ccccc1N1CCN(C2CC(=O)N(c3cccc(Cl)c3)C2=O)CC1 (configuration not stated)	0	105	5	2	0	11	5	5	0.3	-2
COC(=O)c1ccc(CN2CCC(Oc3cccc(C(=O)N4CCOCC4)c3)CC2)cc1	-1	98	-5	0	-4	3	-5	-6	-1.6	11
CCOC(=O)c1cn[nH]c1NC(=S)Nc1ccc(OC)cc1	-4	96	0	-17	4	-2	-5	-11	-1.3	22
COC(=O)c1c(NC(NC(=O)C(C)(C)C)C(Cl)(Cl)Cl)sc2c1CCC2 (configuration not stated)	13	103	5	-7	15	-17	x	18	0.7	21
COCCNC(=S)N1CCN(c2cccc(C)c2C)CC1	5	99	-1	-2	-4	3	-3	2	0.2	5
Cc1ccc(S(=O)(=O)NCCn2nc(C)cc2C)cc1	1	97	0	0	5	5	-7	0	-3.6	-7
COc1ccc(O)c(/C=N/Nc2nc(C)cc(-c3ccccc3)n2)c1	15	92	-8	10	3	4	-8	66*	-1.7	4
O=S1(=O)N[C@@H](CC2CCCCC2)COc2cc(Br)ccc21	-5	113	-2	-4	-1	-7	-9	-11	2.3	-2
COc1ccccc1NC(=O)c1c(Br)cnn1C	1	102	-2	-1	-3	-3	-3	2	-0.9	1
CSc1ccccc1C(=O)NCCSc1ccc(C)cc1	4	98	-4	0	-4	-7	-2	-8	0.9	-6
COc1ccc(/C=C(\C#N)C(=O)OCC(=O)N2CC(C)OC(C)C2)cc1 (configuration not stated)	0	95	4	3	-4	3	-4	-5	-2.1	-5
CC(=O)c1ccc2noc(-c3ccc(Cl)cc3)c2c1	1	101	-2	-3	1	16	1	6	-1.3	-2
COc1cccc(N2C(=O)C(c3ccccc3)=C(c3nc4ccccc4s3)C2NC(C)=O)c1 (configuration not stated)	13	97	5	2	1	-1	-4	19	-1.1	-1
COc1ccc(S(=O)(=O)N2CCOCC2)cc1NC(=O)c1ccc(Cl)cc1	7	100	-1	3	-7	-2	-2	1	-4.0	2
COC(=O)COc1ccc(C(=O)Cn2c(NCCCO)nc3ccccc32)cc1	-1	96	13	1	10	1	-2	15	-1.1	0
COc1ccc([C@H]2CC(=O)C=C(c3cc(F)ccc3F)C2)cc1OC	6	100	12	-2	0	2	-3	0	-0.1	2
C[C@]12C=CC(=O)C=C1CCC1C2CC[C@@]2(C)C1CCC21OCCO1 (some centres not stated)	4	109	2	-2	-1	10	-5	-2	0.5	4
O=C(NCc1ccccc1)C1CCCN1S(=O)(=O)c1ccc(F)cc1 (configuration not stated)	12	96	-1	1	0	-6	-1	0	-0.8	-7
O=S(=O)(/C=C/c1ccccc1)NCCc1ccccn1	-1	101	-1	1	-9	2	x	13	-1.7	-1
COc1ccccc1N(CC(O)Cn1ccnc1C)S(=O)(=O)c1ccc(C)cc1 (configuration not stated)	-6	99	-4	3	-4	7	-1	-4	6.7	10
Cc1cccc(CC2CC(=O)N(c3ncccn3)C2=O)c1 (configuration not stated)	4	101	6	0	1	4	-5	8	0.3	-1
COc1ccc(NC(=O)Cn2nnc(C(=O)Nc3ccccc3C)c2N)cc1	2	95	0	0	1	-6	-1	-1	-1.1	-11
O=S1(=O)N=C(N/N=C/C=C/c2ccccc2)c2ccccc21	-7	97	-3	0	4	11	-6	30	-1.4	-5
O=C(CNC(=S)NC(=O)c1ccc(F)cc1)c1ccccc1	-1	104	0	1	8	-1	-2	7	7.8	0
CCCNC(=O)C1(C)CCCN(C(=O)c2ccccc2OC)C1 (configuration not stated)	-6	96	8	-8	0	-5	-6	0	1.3	11
Cc1c(C)c2cc(Cl)c(OCC(=O)NCCCn3ccnc3)cc2oc1=O	2	100	-3	8	-1	-6	-7	2	-1.4	-1
COc1cccc(OCCSc2nnc3sc4ccccc4n23)c1	1	103	3	0	0	1	x	-4	0.4	-1
COc1ccc(N(Cc2cc3cccc(C)c3[nH]c2=O)S(=O)(=O)c2ccc(OC)cc2)cc1	0	98	6	7	-15	2	-7	21	-1.3	15
Cc1cc(C)cc(NC(=S)NC2CC3CCCC(C2)N3C2CC2)c1 (configuration not stated)	19	93	-3	0	-3	4	5	-2	-3.2	50
CC(C)(O)C(=O)N/N=C\c1ccc(OC/C=C/c2ccccc2)cc1	19	98	2	-1	4	-5	x	5	-3.5	1
COCCC1CCCCN1C(=O)c1ccc2nc(Cc3ccccc3F)oc2c1 (configuration not stated)	3	94	-2	-4	-8	-7	-3	2	-0.9	3

(cont.)
SMILES	MC4R antag cAMP	ABCB6 inh MLPCN	m5-HT2A agonist	Glyco luc inh	PDI inh	ABHD5 PLIN5 PPI	CaV13 ICDI inh	H9c2 protect	MC4R ag barr	Exocytosis inh
Cc1cc(C)cc(NC(=O)CCCSc2nc3ccccc3[nH]2)c1	0	97	-3	0	-3	4	-4	2	-1.9	-2
CCN(CC)c1ccc2c(Nc3ccccc3)c(C=O)c(=O)oc2c1	0	100	0	-3	-4	1	-5	9	-2.9	-6
Cn1c(=O)c2c(SCC(=O)NCc3ccco3)nc(-c3ccccc3Cl)nc2n(C)c1=O	2	98	-4	-4	0	5	-9	19	-3.9	0
Cc1ccc(S(=O)(=O)Oc2cccc(/C=N/Nc3ccc(C(=O)O)cc3)c2)cc1	21	94	4	2	2	-6	-5	3	0.1	-2
Cc1cc(=O)oc2cc(OCC(=O)Nc3cccnc3)ccc12	1	95	-1	-1	-11	0	-6	-3	-1.0	1
COc1ccc(NC(=O)N(C)C[C@@H]2OCc3cn(nn3)CCCC(=O)N([C@H](C)CO)C[C@H]2C)c(OC)c1	3	101	1	1	1	9	-5	6	-1.1	2
CCn1c(=O)cc(SCC(=O)NCc2ccc(C)cc2)c2ccccc21	-4	98	-1	7	-9	2	-4	0	0.2	5
CC12CCC(=O)N1C(C(=O)NCCN1C(=O)S/C(=C\c3ccc(OC(F)F)cc3)C1=O)CS2 (configuration not stated)	0	96	4	1	0	-5	-5	8	-2.2	-1
O=C1NC[C@H](Cc2ccc(O)cc2)N(C[C@@H]2CCCN2C[C@H](Cc2ccccc2)N2C[C@H](Cc3ccccc3)N(CC3CCCCC3)C(=O)C2=O)C1=O	x	i	-4	x	x	6	-7	x	x	-3
CCN(CC(=O)NCc1cccs1)C(=O)/C=C/c1ccc(F)cc1	2	94	-6	-1	-14	6	-8	2	-1.0	3
Cc1cc(Cl)c2ccc3ccccc3c2n1	5	96	3	-1	4	4	-1	-1	1.8	0

Grouped by structure, the entries above containing bromine.
SMILES	MC4R antag cAMP	ABCB6 inh MLPCN	m5-HT2A agonist	Glyco luc inh	PDI inh	ABHD5 PLIN5 PPI	CaV13 ICDI inh	H9c2 protect	MC4R ag barr	Exocytosis inh
COc1ccc(CC(=O)NNC(=S)Nc2ccccc2)cc1Br	-6	83	-1	1	-4	-8	1	-2	-2.4	0
O=S1(=O)N[C@@H](CC2CCCCC2)COc2cc(Br)ccc21	-5	113	-2	-4	-1	-7	-9	-11	2.3	-2
COc1ccccc1NC(=O)c1c(Br)cnn1C	1	102	-2	-1	-3	-3	-3	2	-0.9	1

Source: PubChem (several laboratories)
